CBFb RUNX1 block: qHTS Assay for Compounds Blocking the Interaction Between CBF-beta and RUNX1 for the Treatment of Acute Myeloid Leukemia | Runt-related transcription factor 1 (Homo sapiens) + Core-binding factor subunit beta … | AlphaScreen CBFb-His/RUNX1-biotin binding, biochemical | Potency, µM (highest dose often 59.8 µM), without a hit: at the top dose activity, negative = inhibition, actives largely listed as inhibitors | 230,000 tested, under 10 active | AID 1477, 2009; note: % of control where 0% means no effect
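AlphaScreen proximity signal reports loss of binding between His-tagged CBF-beta and biotin-labelled RUNX1, each at 30 nM. Proteins are pre-associated for 20 minutes, compounds added for 15 minutes, then beads for 90 minutes, all at ambient temperature.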
IMPase Li inh: qHTS Assay for Identifying the Cell-Membrane Permeable IMPase Inhibitors: Potentiation with Lithium. CHO-M1 cells, IP1 TR-FRET (IP-One), carbachol + lithium. Potency, µM (titrated, usually from 59.4 µM), inactives show at the highest dose activity, negative = IMPase inhibition, hits mostly inhibitors. 0.35% of 210,000 active. AID 1457, 2008;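 note: IP1 builds up when IMPase is blocked and the TR-FRET signal falls; potency is the fitted concentration of half-maximal effect; plate controls were basal vehicle for no effect and high inhibitor control for full effect; nearly all actives have a fitted effect of over 50% in size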
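CHO cells stably expressing M1 receptor (2000/well, cultured 16–30 h) treated 30 min at 37C with compound plus low lithium. Cytosolic IP1 by TR-FRET (665/620 ratio and 620 channel) after 10 min lysis; AC50 by Hill fit.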
Epigenetic reg: Quantitative High-Throughput Screen for Regulators of Epigenetic Control; Potency, µM (series often up to 53.9 µM), inactives show at the highest dose GFP activation, actives largely listed as activators; AID 1865, 2009; murine LDR cells, GFP reporter derepression, 30 h; 0.2% of 280,000 active; note: potency is the fitted concentration of half-maximal effect; % of control where 0% means no effect; nearly all actives have a fitted effect of over 60% in size
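In this reporter-derepression format, murine cells bearing a silenced integrated CMV-GFP locus incubate with test compound (30 h, 37 C), then are washed and imaged; fluorescent objects of 20–120 um count as induced cells.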
KinaseGlo FLuc: Counterscreen for Luciferase (Kinase-Glo TM) Inhibition; Kinase-Glo luciferase, ATP luminescence, 8 min; Luciferin 4-monooxygenase (Photuris pensylvanica), Q27757; Potency, µM (titrated, usually from 38.3 µM), for the others: at the highest dose activity change, negative = inhibition, hits mostly inhibitors; 0.28% of 200,000 active; note: potency is the fitted concentration of half-maximal effect; % is set by controls: 0 for no effect and ±100 for the full control effect; nearly all actives have a fitted effect of over 60% in size
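Compounds were added to a substrate mix at pH 7.2 (50 mM imidazole, 10 uM ATP, within the enzyme's linear range), followed by Kinase-Glo detection reagent; luminescence was measured after 8 minutes at ambient temperature.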
aGal spleen mod: qHTS Assay for Inhibitors and Activators of Human alpha-Galactosidase From Spleen Homogenate. AID 2107, 2009. Potency, µM (highest dose often 80 µM), for inactives: at the highest dose activity change, negative = inhibition, hits mostly inhibitors. 0.008% of 240,000 active. human spleen homogenate, 4MU-alpha-Gal fluorescence, 40 min;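 note: potency is the fitted concentration of half-maximal effect; 0% = enzyme with vehicle and -100% = no enzyme basal signal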
Target sequence (P06280 32-429 limits assumed): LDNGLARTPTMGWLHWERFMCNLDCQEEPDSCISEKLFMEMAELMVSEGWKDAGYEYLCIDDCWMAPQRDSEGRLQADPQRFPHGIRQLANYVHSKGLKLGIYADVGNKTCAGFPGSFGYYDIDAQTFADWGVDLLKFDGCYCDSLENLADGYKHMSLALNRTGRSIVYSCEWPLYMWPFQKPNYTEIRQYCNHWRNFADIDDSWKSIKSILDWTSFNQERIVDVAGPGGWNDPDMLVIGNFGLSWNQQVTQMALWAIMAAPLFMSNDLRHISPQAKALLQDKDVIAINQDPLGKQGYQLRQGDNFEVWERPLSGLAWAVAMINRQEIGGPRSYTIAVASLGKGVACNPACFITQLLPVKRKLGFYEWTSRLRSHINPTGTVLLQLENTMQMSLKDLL
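Human spleen homogenate (1 ug) was the enzyme source, with 4-methylumbelliferyl-alpha-D-galactopyranoside (1 mM final) in pH 5.0 citrate buffer with 0.01% Tween-20. Compounds were titrated; after 40 min at 37C, NaOH/glycine stop, 4-MU fluorescence read; AC50 from Hill fits.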
Lamin A splicing: qHTS Assay for Modulators of Lamin A Splicing; HeLa LMNA splicing GFP/RFP minigene ratio, 48 h; Potency, µM (doses to about 46.1 µM), without a hit: at the top dose ratio change, negative = inhibition, usual class: inhibitors; 0.01% of 200,000 active; active = well fitted inhibition curve with a large enough effect in the signal ratio, with a control signal flat, not every such curve was filed as active; inconclusive = small, poorly fitted or top-dose-only effect, or effect the other way, or a change in a side signal; the % refers to the signal ratio; note: potency is the fitted concentration of half-maximal effect; % is set by controls: 0 for no effect and ±100 for the full control effect
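Read-out is the ratio of GFP to DsRed2 object intensity, acquired by 488 nm laser-scanning cytometry on HeLa lamin A-EGFP minigene reporter cells. Compound incubation 48 hrs at 37 °C in Opti-MEM with 2% FBS; DMSO 0.5% final.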
NPSR antagonist: qHTS Assay for Antagonists of the Neuropeptide S Receptor: cAMP Signal Transduction; Q6W5P4; Potency, µM (highest dose often 38.3 µM), for inactives: at the top dose activity change, negative = inhibition, usual class: inhibitors; 1% of 220,000 active; CHO-NPSR cells, cAMP TR-FRET, antagonist mode; note: potency is the fitted concentration of half-maximal effect; % is set by controls: 0 for no effect and ±100 for the full control effect; nearly all actives have a fitted effect of over 50% in size; many of its hits are not listed in these tables
Target sequence (Q6W5P4 whole entry, looked up): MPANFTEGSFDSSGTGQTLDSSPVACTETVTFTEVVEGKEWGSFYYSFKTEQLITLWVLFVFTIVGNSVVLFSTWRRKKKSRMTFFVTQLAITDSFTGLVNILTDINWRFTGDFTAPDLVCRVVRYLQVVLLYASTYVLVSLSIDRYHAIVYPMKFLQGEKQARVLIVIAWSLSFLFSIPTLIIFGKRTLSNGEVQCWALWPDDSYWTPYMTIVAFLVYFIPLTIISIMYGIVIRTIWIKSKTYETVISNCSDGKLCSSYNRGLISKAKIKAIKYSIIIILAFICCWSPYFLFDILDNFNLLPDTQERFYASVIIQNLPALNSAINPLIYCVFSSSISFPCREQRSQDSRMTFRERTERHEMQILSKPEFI
Starred values were filed as active, the others as inactive; ? = inconclusive; / = no result given; [ ] = another dose, or the depositor's remark. Unless noted, calls come from the whole dose curve; as a rule, active = well fitted curve in the direction sought with a large enough effect; inconclusive = small, poorly fitted or top-dose-only effect, or another doubt; inactive = no such curve, though single readings can be large; an effect the other way counts as inactive or inconclusive. The list is partial; count on the stated rates, not on these rows.

Labels used below: A = CBFb RUNX1 block; B = IMPase Li inh; C = Epigenetic reg; D = KinaseGlo FLuc; E = aGal spleen mod; F = Lamin A splicing; G = NPSR antagonist
NC(=O)Cn1c(=O)n(Cc2ccco2)c(=O)c2c3c(sc21)CCCCC3
  A = ?	B = 5%[38.3 µM]	C = -0.9%	D = -4%	E = 6%	F = 1%	G = 29%[46.1 µM]
OC1(c2ccc3c(c2)OCO3)CCN(Cc2ccccn2)CC1
  A = 10%	B = 35%[38.3 µM]	C = 2.0%	D = -4%	E = -9%	F = 1%	G = -7%[46.1 µM]
Cc1ccccc1N(CC(=O)NCC1CCCO1)C(=O)C1(C)CC(=O)N=C2C=CC=CN21 (centres undefined)
  A = 8%	B = -10%	C = -0.9%	D = 8%	E = 19%	F = -7%	G = 2%[46.1 µM]
Cc1ccc(N=Nc2ccc(O)c3ncccc23)cc1
  A = -8%	B = 9%	C = ?	D = -7%	E = 0%	F = ?	G = -16%
COc1cc([N+](=O)[O-])cc(/C=N/NC(=O)CSc2ccccn2)c1O
  A = -25%	B = /	C = -1.8%	D = /	E = 9%	F = /	G = -1%
O=C(Nc1cccc(S(=O)(=O)NC2=NCCCCC2)c1)c1cc(-c2ccccc2Cl)nc2ccccc12
  A = -1%	B = 10%	C = -3.2%	D = 1%	E = -12%	F = -16%	G = -14%
O=C(CSc1ccccc1)NCCCN1CCOCC1
  A = -3%	B = /	C = -8.8%	D = /	E = 12%	F = 6%	G = 10%[46.1 µM]
Cc1ccc(S(=O)(=O)Nc2ccc3[nH]c(=O)[nH]c3c2)c(C)c1
  A = -3%	B = 4%	C = 3.4%	D = 3%	E = 0%	F = /	G = 1%
CCOc1ccc(NC(=O)Nc2cc(OCC(F)(F)F)cc(OCC(F)(F)F)c2)cc1
  A = -1%	B = 19%	C = -1.9%	D = 1%	E = -2%	F = ?	G = -27%
O=C(Nc1nccs1)C1(S(=O)(=O)c2ccc(Cl)cc2)CC1
  A = 3%	B = /	C = 1.0%	D = /	E = 3%	F = 3%	G = -8%[46.1 µM]
CCn1c(Cc2ccccc2)nnc1SCC(=O)Nc1nc(C)c(C)s1
  A = 3%	B = 37%[activator][38.3 µM]	C = 2.0%	D = -1%	E = -1%	F = 3%	G = -17%[46.1 µM]
O=C(O)/C=C/C(=O)c1ccc2c(c1)NC(=O)CO2
  A = 27%	B = 17%	C = 0.0%	D = -1%	E = -9%	F = /	G = 14%
COc1ccc(C(=O)NCc2ccc(-n3cccc3)cc2)cc1OC
  A = 5%	B = 5%	C = 4.7%	D = 2%	E = -3%	F = /	G = -10%
COC(=O)c1ccc(NC(=O)COC(=O)c2cccc3c(=O)c(C)c(-c4ccccc4)oc23)cc1
  A = -4%	B = /	C = -0.9%	D = /	E = 10%	F = -5%	G = -8%[46.1 µM]
Cc1ccc(Cl)c(NC(=O)CN2CCNC(=O)C2)c1Cl
  A = 4%	B = 1%	C = -0.1%	D = 5%	E = -4%	F = -4%[46 µM]	G = 6%
O=C(O)CCNS(=O)(=O)c1ccccc1Br
  A = 1%	B = -1%	C = -1.5%	D = 4%	E = 2%	F = 6%[46 µM]	G = 4%
COc1cccc(N(C(=O)c2ccn[nH]2)C2(C(=O)Nc3c(C)cccc3C)CCCCC2)c1
  A = 7%	B = 6%	C = 0.0%	D = -2%	E = 1%	F = ?	G = -29%[46.1 µM]
O=C(OC(C(=O)NCc1cccs1)c1ccc(F)cc1)c1ccco1 (centres undefined)
  A = 5%	B = 22%[38.3 µM]	C = 0.0%	D = 2%	E = 7%	F = 0%	G = ?
COC(=O)N(C)CCCC1(C)C(=O)N(C)c2ccc(O)cc21 (centres undefined)
  A = -3%	B = -5%[38.3 µM]	C = -0.8%	D = -6%	E = 2%	F = -1%	G = -6%[46.1 µM]
CCn1c(SCC(=O)Nc2ccccc2-c2ccccc2)nnc1-c1ccoc1C
  A = -3%	B = 12%[38.3 µM]	C = 2.2%	D = 2%	E = 24%	F = ?	G = ?
COc1ccccc1OCCNC(=O)Cc1ccc(Cl)c(Cl)c1
  A = 8%	B = -5%	C = 2.6%	D = -1%	E = 3%	F = /	G = -3%
CC(=O)c1c(O)c(C)c(O)c2c1OC1=CC(=O)C(C(C)=O)C(=O)[C@@]12C (some centres undefined)
  A = 8%[21.7 µM]	B = 13%	C = 6.9%	D = 0%	E = -17%	F = /	G = /
Cc1cccc(N2CC(C(=O)OCC(=O)c3ccc(OC(=O)c4cccs4)cc3)CC2=O)c1C (centres undefined)
  A = 2%	B = 3%[38.3 µM]	C = 1.5%	D = 1%	E = 1%	F = 1%	G = -8%[46.1 µM]
CN(C)c1nnnn1Cc1ccccc1
  A = -4%	B = 4%	C = -0.6%	D = -2%	E = -1%	F = ?	G = 4%
O=C(O)c1ccccc1N=Cc1c(O)n(-c2nccs2)c(=O)c2ccccc12
  A = 8%	B = /	C = -0.9%	D = /	E = -1%	F = /	G = 19%
COc1ccc(-c2nnc(SCC(=O)NCc3ccco3)o2)cc1
  A = -4%	B = 18%[38.3 µM]	C = 1.0%	D = -4%	E = 6%	F = 7%	G = -3%[46.1 µM]
CC(C)n1nnnc1C(c1ccc(F)cc1)N1CCN(C2CCCC2)CC1 (centres undefined)
  A = 13%	B = -20%[38.3 µM]	C = -0.2%	D = -3%	E = -8%	F = 0%	G = 8%[46.1 µM]
Cc1ccc(-c2[nH]c3ccccc3c2SCCN)cc1
  A = -9%	B = /	C = -3.0%	D = /	E = 15%	F = /	G = -23%
COc1ccc(NC(=O)CSc2nnc(-c3ccoc3C)n2CC2CCCO2)cc1 (centres undefined)
  A = -3%	B = 11%	C = -1.0%	D = 1%	E = 11%	F = 1%	G = ?
Cn1ncc(Cl)c1C(=O)Nc1cc(C(F)(F)F)ccc1F
  A = 4%	B = ?	C = 0.0%	D = 1%	E = -5%	F = -10%	G = 9%[46.1 µM]

At a glance, part of the list above:
Labels used below: A = CBFb RUNX1 block; B = IMPase Li inh; C = Epigenetic reg; D = KinaseGlo FLuc; E = aGal spleen mod; F = Lamin A splicing; G = NPSR antagonist
COc1ccc(NC(=O)CSc2nnc(-c3ccoc3C)n2CC2CCCO2)cc1 (centres undefined)
  A = -3%	B = 11%	C = -1.0%	D = 1%	E = 11%	F = 1%	G = ?
Cn1ncc(Cl)c1C(=O)Nc1cc(C(F)(F)F)ccc1F
  A = 4%	B = ?	C = 0.0%	D = 1%	E = -5%	F = -10%	G = 9%[46.1 µM]

(cont.)
Labels used below: A = CBFb RUNX1 block; B = IMPase Li inh; C = Epigenetic reg; D = KinaseGlo FLuc; E = aGal spleen mod; F = Lamin A splicing; G = NPSR antagonist
CC1CCN(c2c(NCC3CCC(C(=O)NCCCc4ccccc4)CC3)c(=O)c2=O)CC1 (centres undefined)
  A = 9%	B = /	C = 0.0%	D = /	E = 14%	F = /	G = -6%
Cc1ccc(S(=O)(=O)c2nc(NC3CCS(=O)(=O)C3)sc2Cl)cc1 (centres undefined)
  A = 1%	B = 8%[38.3 µM]	C = 0.9%	D = 1%	E = 10%	F = -11%	G = -9%[46.1 µM]
CSc1nc(NCC(C)C)nc(N2CCOCC2)n1
  A = 3%	B = 14%[38.3 µM]	C = 1.1%	D = 2%	E = 3%	F = 7%	G = -11%[46.1 µM]
CN1CCC(N(C)C(=O)Cc2ccccc2[N+](=O)[O-])CC1
  A = -6%	B = 13%	C = -1.2%	D = 0%	E = 3%	F = /	G = 30%
COc1ccc(NC(=O)c2ccc([N+](=O)[O-])s2)c([N+](=O)[O-])c1
  A = -6%	B = -8%	C = -1.3%	D = 0%	E = 3%	F = ?	G = -2%
COc1ccc(C2CCCN2C(=O)Nc2ccc(C)c(C)c2)cc1OC (centres undefined)
  A = 1%	B = -5%[38.3 µM]	C = -4.2%	D = -3%	E = -4%	F = -3%	G = -2%[46.1 µM]
OC(COCCOc1ccc(Br)cc1)CN1CCCCC1 (centres undefined)
  A = -2%	B = 2%	C = 2.9%	D = -2%	E = -2%	F = -8%	G = 27%
Cc1occc1-c1nnc(SCC(=O)Nc2ccc(F)cc2)n1Cc1ccccc1
  A = -2%	B = -4%[38.3 µM]	C = -1.0%	D = -2%	E = 1%	F = -21%	G = -28%[46.1 µM]
Cc1cccc(-n2c(O)c(C=Nc3cc(O)ccc3C)c3ccccc3c2=O)n1
  A = -19%	B = 1%	C = ?	D = 6%	E = -3%	F = ?	G = -22%
COc1cccc(CNC(=O)CCC2CCCN(Cc3ccc4c(c3)CCO4)C2)c1 (centres undefined)
  A = 3%	B = /	C = -1.1%	D = /	E = 4%	F = /	G = 1%
CCN(CC)S(=O)(=O)c1cccc(-c2nnc(SC(C)C#N)n2Cc2ccccc2)c1 (centres undefined)
  A = 9%	B = 9%[38.3 µM]	C = 0.5%	D = 5%	E = 7%	F = -10%	G = -20%[46.1 µM]
Oc1nc(-c2ccc(Cl)cc2)n2ccncc12
  A = 4%	B = 29%	C = 2.6%	D = 2%	E = 6%	F = 10%[46 µM]	G = -30%
COc1ccc(C(CC(=O)N2CCCC(C)C2)c2c(OC)cc(OC)c3c(-c4ccccc4)cc(=O)oc23)cc1 (centres undefined)
  A = -16%	B = /	C = 9.7%	D = /	E = 1%	F = /	G = -58%
CCOc1ccc(C)cc1S(=O)(=O)Nc1ccc(Cl)cn1
  A = 1%	B = 5%[38.3 µM]	C = -1.0%	D = -3%	E = 8%	F = -4%	G = 8%[46.1 µM]
CCC1=C2CC[C@H]3C(=O)N(c4ccccc4)C(=O)[C@H]3[C@H]2[C@@]2(Cc3ccccc3)C(=NCC3CC3)OC(=O)N2C1=O
  A = 8%	B = 3%	C = -0.5%	D = 2%	E = 0%	F = /	G = /
CC(=NCCCn1ccnc1)c1c(O)n(Cc2ccccc2)c(=O)[nH]c1=O
  A = -2%	B = -30%[38.3 µM]	C = 3.0%	D = 2%	E = -8%	F = 7%	G = -15%[46.1 µM]
O=C1CNC(=O)/C(=C/c2cccs2)N1
  A = 6%	B = -4%	C = -3.8%	D = 0%	E = 4%	F = /	G = -5%
CCOC1(OCC)N=C(N)C2(C#N)C(c3cccc(C)c3)C12C#N (centres undefined)
  A = -3%	B = 3%[38.3 µM]	C = -2.0%	D = 5%	E = 1%	F = -3%	G = -8%[46.1 µM]

Bioassay records (PubChem BioAssay)
